Screens deposited in PubChem BioAssay by several laboratories.
Hsp70 act: transcriptional activators of Hsp70 | 0.04% of 200,000 active | activation, % at 10 µM | HeLa Hsp70 promoter luciferase reporter, luminescence; scaled: vehicle 0, proteasome-inhibitor control 100%;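 active means activation above the mean across all tested compounds plus 3 SD, cutoff set per campaign, cut at about 5.5% in these data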;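 further: 100% = MG132 at 30 µM as the positive control and 0% = DMSO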
FLuc act counter: affects firefly luciferase, flagging false hits in luciferase stimulation screens; AID 1027; 200,000 tested, under 10 active; ATPlite luciferase biochemical, luminescence, 10 min; 0 = ATP-free wells, 1 = DMSO control; activation factor at 10 µM;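 active means luciferase activation factor, scaled between plate controls, of at least 2 with compound at 10 µM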
Target sequence (P08659 whole entry, looked up): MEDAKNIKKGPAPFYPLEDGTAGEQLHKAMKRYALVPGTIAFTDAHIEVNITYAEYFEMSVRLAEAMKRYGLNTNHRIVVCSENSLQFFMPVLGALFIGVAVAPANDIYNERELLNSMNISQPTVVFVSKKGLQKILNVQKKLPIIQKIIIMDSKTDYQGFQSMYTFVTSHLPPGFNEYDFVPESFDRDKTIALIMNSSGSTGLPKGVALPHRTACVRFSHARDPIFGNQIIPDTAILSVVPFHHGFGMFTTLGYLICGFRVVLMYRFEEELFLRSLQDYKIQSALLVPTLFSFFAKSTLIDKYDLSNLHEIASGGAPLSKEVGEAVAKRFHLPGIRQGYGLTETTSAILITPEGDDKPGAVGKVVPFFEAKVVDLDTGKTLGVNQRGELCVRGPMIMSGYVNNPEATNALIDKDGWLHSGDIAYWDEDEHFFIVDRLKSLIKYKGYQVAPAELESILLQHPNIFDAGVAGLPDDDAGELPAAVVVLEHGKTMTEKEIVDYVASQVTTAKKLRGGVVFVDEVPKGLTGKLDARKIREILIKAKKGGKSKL
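Material: Luciferase/luciferin reagent mix; Doses: test compounds dosed from 2 mM stocks in 100% DMSO; Schedule: 10 min incubation after luciferase reagent addition, room temperature; Measured by: luminescence from luciferase reaction; Read-out: luminescence gain marking luciferase activators.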
STAT1 act: activators of IFN-gamma induced STAT1 signaling. NIH 3T3 STAT1-luciferase reporter, luminescence; 100% = IFN-gamma alone, no compound. activation (% of control), % at 5.5 µM. 2.6% of 200,000 active. AID 932;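 active means activation above the screen-wide mean activation plus 3 SD, cut at about 130% in these data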;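 further: raw ratio to IFN-gamma control signal so 100% means no change and 0% no light; values of inactives mirror those of a sister screen read the other way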
Redox H2O2 prof: compounds producing H2O2 with reducing agent – biochemical, NIH compound library profiling, artefact control for MLSCN library redox annotation, primary screen; DTT-dependent redox cycling H2O2, phenol red/HRP absorbance; 100% = 100 µM peroxide control, 0% = buffer; activation, % at 10 µM; 0.03% of 200,000 active; AID 878;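 active means activation of at least 50% relative to the plate's high and low controls in the primary single-dose screen; inactive means activation below 50%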;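 further: compound incubated with DTT at 0.8 mM final as the reducing agent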
FLuc inhib CS: inhibits firefly luciferase, flagging false hits in luciferase inhibition screens | P08659 | ATPLite firefly luciferase biochemical luminescence, 10 min | inhibition, % at 10 µM | 1.5% of 200,000 active | AID 1006;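 active means inhibition above about 50% when tested at 10 µM, limit read from the data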
Efa HMGR inh: blocks class II HMG-CoA reductase of Enterococcus faecalis. AID 1066. purified E. faecalis HMGR, NADPH absorbance 340 nm kinetic. inhibition, % at 10 µM. 0.41% of 190,000 active;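 active means inhibition above a set limit, the median over all tested compounds plus 3 SD, cut at about 9.5% in these data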;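 further: enzyme runs in reverse so mevalonate oxidation gives rising NADPH absorbance; 0% = complete reaction with DMSO and 100% = background rate lacking mevalonate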
G6PDH CS: counter-screen for G6PDH assay hits: L. mesenteroides G6PDH inhibition; Purified L. mesenteroides G6PDH, diaphorase/resazurin coupled fluorescence, 45 min; inhibition, % at 5 µM; 0.12% of 200,000 active; in the data active means inhibition above about 50%
APP 5UTR inh: APP translation inhibition | inhibition, % at 2 µM | SH-SY5Y APP 5'UTR-luciferase reporter, luminescence | 0.82% of 190,000 active | AID 1285;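 active means inhibition above a set limit, derived from the sample mean plus 3 SD, cut at about 45% in these data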; further: values of inactives mirror those of a sister screen read the other way
APP 5'UTR act: activates APP 5'UTR luciferase reporter | SH-SY5Y APP 5'UTR luciferase reporter, luminescence; zero percent = DMSO vehicle wells | activation, % at 2 µM | 1% of 190,000 active;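 active means activation above a set limit, based on mean plus 3 SD of controls, cut at about 140% in these data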; further: values of inactives mirror those of a sister screen read the other way
NF-kB neuron act: NF-kB expression increase, human neuronal cells; AID 1239; fold change at 12.5 µM; NF-kB reporter expression; hits give high values; 1.6% of 190,000 active; in the data active means fold change above about 3.3
* hit, by the source's call; nt = not tested or not shown.

Each structure is followed by: Hsp70 act	FLuc act counter	STAT1 act	Redox H2O2 prof	FLuc inhib CS	Efa HMGR inh	G6PDH CS	APP 5UTR inh	APP 5'UTR act	NF-kB neuron act
> Cc1cc(Br)ccc1OCc1nc(-c2cccnc2)no1
→ -0.2	0.9	112	3.2	6	-5	-34	9	-9	0.87
> COc1cccc(OCc2nc(-c3cccc([N+](=O)[O-])c3)no2)c1
→ -0.1	1	97	0.0	-4	-1	1	-2	1	1.3
> Cc1oc(/C=N/NS(=O)(=O)c2ccccc2)cc1Br
→ -0.2	1	95	-0.1	-5	-4	5	2	-2	1.4
> Cc1ccccc1C(=O)N1CCCN(C(=O)c2ccccc2C)CC1
→ -0.1	1	101	0.3	-1	0	0	-4	4	0.94
> CCNc1nc(Oc2ccc(C(=O)OC)cc2)nc(SC)n1
→ -0.3	1	97	2.1	1	-6	-1	-9	9	1.1
> CCCS(=O)(=O)c1c(S(=O)(=O)CCC)c2c(C)cccn2c1C(=O)N/N=C/c1cc(O)cc(O)c1
→ -0.1	1	95	-1.6	2	-5	-11	-15	15	2.5
> COc1cccc2c1OCC(C(=O)O)C2 (centres undefined)
→ -0.3	1	103	0.3	-4	-4	12	1	-1	0.93
> CC(=O)c1cc(C#N)c(SCC(=O)OC(C)(C)C)nc1C
→ 0.0	1	111	2.6	0	-2	9	-12	12	0.97
> COC(=O)c1cn(NC(=O)c2ccc([N+](=O)[O-])cc2Cl)c(=O)c2ccccc12
→ -0.3	1	93	-1.3	-2	-8	1	-13	13	1
> CCOC(=O)c1c(NC(=O)Cn2ccsc2=N)sc(C)c1C
→ -0.3	1.1	104	-2.0	-8	-7	-2	-2	2	1.4
> c1ccc(CN2CCN(Cc3nnc(-c4ccccc4)o3)CC2)cc1
→ 0.3	1	104	-1.5	-4	-1	4	-18	18	1.1
> CCOC(=O)c1sc(N)c(C#N)c1COC(=O)CNC(=O)c1ccccc1
→ -0.4	1.1	92	2.1	-8	1	-1	-3	3	1.1
> Cc1ccc(C)c(NC(=O)C(Sc2nnc(-c3cccs3)o2)c2ccccc2)c1 (centres undefined)
→ -0.2	1.1	101	-0.2	-7	0	-10	-8	8	1.1
> CC(Cn1cnc2ccccc21)C(=O)O (centres undefined)
→ -0.2	1.1	96	1.8	-8	-2	-1	56*	-56	1.1
> CCCC(=O)OCCNc1cc(Sc2nccn2C)c2nonc2c1[N+](=O)[O-]
→ -0.3	1.1	102	0.4	-7	-5	11	75*	-75	0.12
> O=C(O)c1ccc(N=NN2CCCC2)cc1
→ -0.3	1.1	110	-0.8	-9	1	7	1	-1	1.3
> O=C(Nc1ccccc1N1CCOCC1)C1Cc2ccccc2CN1C(=O)c1ccco1 (centres undefined)
→ -0.4	1.1	102	0.4	-6	-1	2	4	-4	0.81
> CN=c1scc(-c2ccc(Br)cc2)n1C
→ 0.1	1.1	101	1.0	-6	-3	1	9	-9	1.4
> CCSCc1nnc(SCC(=O)Nc2nc3ccccc3s2)n1C
→ -0.2	1	109	0.4	1	-5	0	11	-11	1.2
> COc1ccc(Nc2c(-c3ccc(OC)cc3)nc3cnccn23)cc1
→ -0.1	1	90	-0.2	-5	0	4	-7	7	1.1
> Cc1cc(C)c2nc(C(F)(F)F)nc(N3CCN(C(=O)c4ccco4)CC3)c2c1
→ -0.1	1	92	-0.2	-2	1	-32	-9	9	1
> CCOC(=O)CSc1nc(=O)n2cccc(C)c2n1
→ 0.1	1	97	-1.4	-2	-11	0	45*	-45	1.1
> O=C(N/N=C/c1cccc(F)c1)c1ccc(Cl)cc1
→ -0.2	0.4	138*	-0.1	58*	-5	7	-20	20	2.7
> Cc1ccc(S(=O)(=O)N(CC(=O)N2CCOCC2)C2CCCCC2)cc1
→ -0.2	1.1	91	2.7	-6	-5	-4	9	-9	1.1
> CS(=O)(=O)c1ccc(N2CCOCC2)c(S(C)(=O)=O)c1
→ -0.4	1	113	3.2	-4	3	17	-9	9	1.5
> CCOC(=O)c1csc(NC(=O)CSc2nnnn2-c2ccc(OC)c(OC)c2)n1
→ -0.1	1	108	0.3	-5	-5	0	19	-19	1.2
> COc1cccc2c(=O)cn[nH]c12
→ -0.1	1	98	0.2	-4	1	-4	-14	14	1.2
> O=C1N=C(N2CCOCC2)SC1=C1CCCCC1
→ 0.8	0.9	111	-2.4	6	-2	17	-21	21	1.5
> Cc1ccc(N(CC(O)CN(C)C)S(=O)(=O)c2ccccc2)cc1 (centres undefined)
→ -0.1	1	92	0.2	2	-3	2	1	-1	0.94
> CCCS(=O)(=O)c1nc(S(=O)(=O)c2ccc(C)cc2)c(NCc2ccccn2)s1
→ -0.2	1	87	-0.2	-5	-3	5	1	-1	0.94
> c1ccc(-n2c(-c3ccco3)nnc2N2CCOCC2)cc1
→ -0.2	1	97	-2.7	-3	-1	-1	15	-15	0.98
> COc1ccc(C2=NOC3(CC(=O)N(c4ccc5ccccc5c4)C3=O)C2)c(OC)c1 (centres undefined)
→ -0.3	1	99	-4.6	-4	0	1	-6	7	1.2
> O=C(Nc1ncc2c(n1)-c1ccccc1OC2)c1ccc(Cl)cc1
→ -0.3	1	96	-3.7	-2	-2	5	-2	2	1.1
> c1csc(CN2CCOCC2)c1
→ 0.3	1	97	0.3	-1	-1	-6	1	-1	1.5
> O=C1C=C(O)CC(c2ccc(Cl)cc2)C1 (centres undefined)
→ -0.1	1	98	2.9	-1	-3	-7	-14	15	0.88
> Cc1oc2c(c1C(=O)NC(Cc1c[nH]c3ccccc13)C(=O)O)CCCC2 (centres undefined)
→ -0.3	1	99	3.1	-4	-2	6	-3	3	1.1
> O=C(O)CCc1nnc2n(Cc3ccc(F)cc3)c(=O)c3ccccc3n12
→ 0.1	1	102	-0.2	-1	-1	-4	12	-12	1
> COc1cc(CNCc2ccccn2)ccc1OCc1ccc(Cl)cc1Cl
→ -0.2	1	98	-3.1	-4	2	-1	-12	12	0.81
> Cc1cccc(C(=O)N[C@H](C(=O)Nc2ccc(S(=O)(=O)NC3=NCCCCC3)cc2)C(C)C)c1
→ -0.3	1	113	-1.7	-2	-4	11	-40	40	1.4
> COc1cccc(-n2c(Cc3cc(=O)[nH]c(=O)[nH]3)nnc2SCC(=O)N2CCC(C)CC2)c1
→ -0.2	1.1	101	-0.7	-5	2	-10	0	0	1.1

Arranged by the number under APP 5UTR inh (descending): three of the compounds above.
compound	APP 5UTR inh
c1ccc(-n2c(-c3ccco3)nnc2N2CCOCC2)cc1	15
O=C(Nc1ncc2c(n1)-c1ccccc1OC2)c1ccc(Cl)cc1	-2
Cc1oc2c(c1C(=O)NC(Cc1c[nH]c3ccccc13)C(=O)O)CCCC2 (centres undefined)	-3

Further entries
Each structure is followed by: Hsp70 act	FLuc act counter	STAT1 act	Redox H2O2 prof	FLuc inhib CS	Efa HMGR inh	G6PDH CS	APP 5UTR inh	APP 5'UTR act	NF-kB neuron act
> Cc1cc(NC(=O)CSc2nc3c(cc2C#N)CCCC3)no1
→ 0.1	1.1	138*	0.2	-6	0	4	-207	207*	2.4
> Cc1ccc(-c2nc3ccccc3o2)cc1NC(=S)NC(=O)/C=C/c1ccco1
→ 0.2	1.1	95	-8.1	-5	-4	3	-16	16	1.2
> CN(CC(=O)N1CCN(c2cccc(Cl)c2)CC1)S(=O)(=O)c1cccs1
→ -0.3	1.1	98	0.1	-5	2	-10	-3	3	0.77
> Fc1ccc(NC(=S)N2CCc3ccccc3C2)c(F)c1
→ 0.0	1	106	-0.1	-2	-2	8	8	-8	1.1
> Cc1ccc(C)c(OC2=NS(=O)(=O)c3ccccc32)c1
→ -0.2	1.1	100	-0.8	-7	-4	7	-9	9	1.2
> Clc1cccc(CN2CCCCCCC2)c1Cl
→ -0.2	1.1	100	0.6	-9	-1	17	20	-20	1
> O=C(C1CC(=O)N(C2CCCC2)C1)N1CCN(c2ccc(F)cc2)CC1 (centres undefined)
→ -0.3	nt	96	-1.4	nt	nt	nt	-5	5	nt
> COc1ccccc1NS(=O)(=O)c1cccc(NC(=O)c2ccc3ccccc3n2)c1
→ -0.5	1	96	0.1	-5	-9	-64	-23	23	0.5
> CSc1nc(-c2ccc(Cl)cc2)nn1S(=O)(=O)c1ccc(Cl)cc1
→ 1.0	1	110	-0.1	-4	1	7	0	1	2.2
> Cc1ccc(NC(=O)COC(=O)CCc2nc3ccccc3c(=O)[nH]2)cc1Cl
→ -0.3	1	98	-0.5	-4	-2	-1	-26	26	1
> COCc1[nH]nc2c1C1(CCC3(CC1)OCCO3)C(C#N)=C(N)O2
→ 0.0	1	93	0.5	-4	3	5	-2	2	0.9
> O=S(=O)(NC1CCCCC1Nc1ccc(Cl)cc1)c1ccccc1 (centres undefined)
→ 0.0	1.1	91	-0.1	-7	0	3	11	-11	1.1
> NS(=O)(=O)c1ccc(CCNC(=O)c2ccc(Cl)cc2[N+](=O)[O-])cc1
→ -0.1	1	96	0.1	4	4	14	-22	22	1.3
> CCNC(=S)N(CCc1c(C)[nH]c2ccc(C)cc12)Cc1ccco1
→ -0.3	1	98	1.1	-4	0	13	-15	15	1.1
> O=C(CSc1nnc(CNC(=O)c2cccs2)o1)Nc1cccc(C(F)(F)F)c1
→ -0.3	1.1	93	0.6	-7	-2	3	10	-10	1.1
> CCCC(=O)Oc1ccc2c(C)cc(=O)oc2c1
→ -0.3	1.1	110	-0.2	-6	-6	1	-5	5	1.1
> O=C(CSc1nc(Nc2ccccc2)nc(N2CCOCC2)n1)Nc1ccc2c(c1)OCCO2
→ -0.1	1	99	1.1	-3	1	4	-7	7	0.94
> CCN(C(=O)CSc1nnc(-c2ccccc2Cl)n1C1CCCC1)C1CCS(=O)(=O)C1 (centres undefined)
→ -0.4	1.1	104	2.3	-8	0	14	-5	5	1.1
> O=C(OCC(=O)N1CCN(C(=O)c2ccco2)CC1)c1cc(S(=O)(=O)Nc2ccc(Cl)cc2)ccc1O
→ -0.2	1	102	-0.6	3	4	-2	-8	8	1
> O=P(COc1ccccc1)(c1ccccc1)c1ccccc1
→ 0.3	1	95	1.4	-3	-1	3	-5	5	1.1
> O=S(=O)(c1ccccc1)N1CCN(CC(O)COc2ccc3c(c2)CCC3)CC1 (centres undefined)
→ -0.6	1	94	-0.1	-5	-9	1	-3	3	0.81
> O=S(=O)(c1cccc(-c2nn3c(-c4ccncc4)nnc3s2)c1)N1CCOCC1
→ -0.3	1.1	105	0.0	-6	-5	5	0	1	1.1
> CCOc1ccccc1N1CCN(S(=O)(=O)c2ccc(F)c(F)c2)CC1
→ -0.3	1.1	107	2.1	-6	1	13	-9	9	0.54
> O=C(Nc1ccc(NC(=O)C2CC2)nc1)c1cccc(F)c1
→ 0.2	1	115	0.0	4	0	8	-9	9	1.3
> CCC(=O)N1CCc2cc(Br)cc(S(=O)(=O)NCc3ccco3)c21
→ -0.2	1	97	0.4	4	1	5	5	-5	1.6
> Cc1csc(NC(=O)C2CC(=O)N(Cc3ccco3)C2)n1 (centres undefined)
→ -0.2	1	98	-1.0	4	-2	-1	-1	1	1.2
> CC(C)CCn1c(N2CCN(Cc3ccccc3)CC2)nc2c1c(=O)[nH]c(=O)n2C
→ -0.5	1.1	104	1.7	-5	nt	-1	-8	8	nt
> COc1cccc(C=NCC(C)N=Cc2cccc(OC)c2O)c1O (centres undefined)
→ 0.2	1	99	0.0	-2	-3	39	-9	9	1.2
